# Screening data (PubChem BioAssay)
# LmPK inh – qHTS Assay for Inhibitors of Leishmania Mexicana Pyruvate Kinase (LmPK); purified LmPK, Kinase-Glo ATP luminescence, 1 h; AID 1721, 2009; hit rate 0.37% among 290,000; Q27686; Potency, µM (top dose mostly 57.5 µM), for inactives: at the top dose activity change, negative = inhibition, most hits filed as inhibitors; further: potency means the concentration at half of the fitted maximal effect; on the % scale 0 is the no-effect control and ±100 the full control effect
# Target sequence (Q27686 whole entry, looked up): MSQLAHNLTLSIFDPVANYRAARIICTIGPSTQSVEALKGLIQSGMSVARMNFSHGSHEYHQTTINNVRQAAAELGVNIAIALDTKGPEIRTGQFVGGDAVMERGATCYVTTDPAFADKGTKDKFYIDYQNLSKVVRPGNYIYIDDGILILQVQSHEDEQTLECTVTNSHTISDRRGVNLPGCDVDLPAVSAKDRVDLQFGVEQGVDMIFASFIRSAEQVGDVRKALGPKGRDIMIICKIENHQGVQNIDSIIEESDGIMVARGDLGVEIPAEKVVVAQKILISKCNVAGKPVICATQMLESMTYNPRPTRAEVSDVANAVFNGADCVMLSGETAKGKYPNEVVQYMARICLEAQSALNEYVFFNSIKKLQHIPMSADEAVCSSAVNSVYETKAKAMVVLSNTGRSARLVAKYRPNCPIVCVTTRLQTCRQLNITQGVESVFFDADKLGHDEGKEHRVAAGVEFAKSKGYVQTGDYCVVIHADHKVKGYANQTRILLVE
#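 Purified LmPK (0.1 nM) with 0.5 mM PEP and 0.1 mM ADP in imidazole buffer pH 7.2 with MgCl2/KCl, 1 h at room temperature. ATP formed was read by luciferase luminescence and normalized to no-enzyme and uninhibited controls.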
# AmpC inh no detg – qHTS Inhibitors of AmpC Beta-Lactamase (assay without detergent); Potency, µM (top dose mostly 57.1 µM), without a hit: at the highest dose activity change, negative = inhibition, usual class: inhibitors; P00811; AmpC nitrocefin hydrolysis, absorbance 480 nm, 0.0001% Triton; hit rate 0.52% among 330,000;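 further: potency means the concentration at half of the fitted maximal effect; plate controls were no compound for no effect and no enzyme for full effect; nearly all actives have a fitted effect of over 20% in size; some results filed as inactive show a strong effect at the top dose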
# Target sequence (P00811 whole entry, looked up): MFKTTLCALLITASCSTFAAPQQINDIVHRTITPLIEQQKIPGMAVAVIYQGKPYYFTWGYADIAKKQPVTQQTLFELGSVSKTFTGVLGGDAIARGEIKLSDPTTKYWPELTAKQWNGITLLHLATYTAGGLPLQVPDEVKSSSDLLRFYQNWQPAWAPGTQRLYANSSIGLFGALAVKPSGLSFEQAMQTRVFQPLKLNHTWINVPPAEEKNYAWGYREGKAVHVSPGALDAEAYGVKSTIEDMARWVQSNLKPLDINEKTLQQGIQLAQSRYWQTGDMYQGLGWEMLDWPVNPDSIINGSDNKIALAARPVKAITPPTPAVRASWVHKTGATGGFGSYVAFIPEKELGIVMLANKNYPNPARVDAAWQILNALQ
#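 AmpC (5.3 nM in the dispensed reagent) in 20 mM phosphate pH 7.0 with 0.01% (detergent screen) or 0.0001% Triton X-100 was preincubated with compounds for 15 min at room temperature. Nitrocefin was then added from an 800 uM solution, and hydrolysis was followed at 480 nm.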
# TbPYK inhibitor – qHTS of Trypanosoma Brucei Inhibitors | AID 624173, 2012 | pyruvate kinase (Trypanosoma brucei), Q57TT1 | Potency, µM (series often up to 76.8 µM), for inactives: at the highest dose activity, negative = inhibition, hits mostly inhibitors | hit rate 0.12% among 410,000 | TbPYK enzyme, Kinase-Glo Plus ATP luminescence, 45 min; further: potency means the concentration at half of the fitted maximal effect; on the % scale 0 is the no-effect control and ±100 the full control effect; nearly all actives have a fitted effect of over 50% in size
#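 Activity of T. brucei pyruvate kinase was followed by Kinase-Glo Plus luminescence after the enzyme reacted 45 min at room temperature with 130 uM ADP (final) and substrate. Test compounds were added before ADP at multiple concentrations.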
# Pf growth 48h – Primary qHTS for delayed death inhibitors of the malarial parasite plastid, 48 hour incubation; P. falciparum luciferase growth in erythrocytes, 48 h; Potency, µM (titrated, usually from 28.7 µM), for inactives: top-dose activity change, negative = inhibition, usual class: inhibitors; hit rate 5.9% among 310,000; AID 504832, 2011; further: potency means the concentration at half of the fitted maximal effect; on the % scale 0 is the no-effect control and ±100 the full control effect
#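 In quantitative HTS format, infected erythrocytes bearing luciferase-reporter parasites were treated for a single generation at 37 C. Luminescence after adding detection reagent served as the growth measure.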
# Shiga inhibitor – A qHTS for Small Molecule Inhibitors of Shiga Toxin; Vero cells, Shiga toxin protein synthesis inhibition reporter; AID 2315, 2010; hit rate 9.2% among 290,000; inhibition, % at 38.7 µM; in the data active means inhibition mostly above about 28%, no sharp cut-off; inactive means mostly below about 43%; further: 0% is about no effect
# Pf growth 96h – Primary qHTS for delayed death inhibitors of the malarial parasite plastid, 96 hour incubation | P. falciparum luciferase reporter growth, 96 h | Potency, µM (highest dose often 28.7 µM), inactives show top-dose activity change, negative = inhibition, usual class: inhibitors | hit rate 6.9% among 320,000 | AID 504834, 2011; further: potency means the concentration at half of the fitted maximal effect; on the % scale 0 is the no-effect control and ±100 the full control effect
#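 Plates of compound plus infected erythrocytes (2% hematocrit, 0.05% parasitemia final) incubate 96 hours, 37 C, 5% CO2. Detection reagent added; reduced luminescence from the parasites' luciferase reporter flags inhibition.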
# CHX counter – Cycloheximide Counterscreen for Small Molecule Inhibitors of Shiga Toxin; hit rate 12% among 300,000; max response, %; cell reporter, cycloheximide protein synthesis inhibition counterscreen; in the data active means max response mostly above about 13%, no sharp cut-off; inactive means mostly below about 14%; further: read at 38.3 µM for the half of the compounds with a filed dose; 0% is about no effect
# * hit, by the source's call; u = inconclusive; x = no result given; [ ] = dose if it differs, or a comment. Unless noted, the call rests on the fitted dose curve; in most records, active means well fitted curve in the direction sought with a large enough effect; inconclusive means small, poorly fitted or top-dose-only effect, or another doubt; inactive means no such curve, though single readings can be large; an effect the other way counts as inactive or inconclusive. Compounds as they come (roughly 22% active in at least one column).
SMILES,LmPK inh,AmpC inh no detg,TbPYK inhibitor,Pf growth 48h,Shiga inhibitor,Pf growth 96h,CHX counter
CCCSc1nnc(-c2cnn(-c3ccccc3)c2-n2cccc2)n1C,10.0%,75.0%[activator],-0.7%,x,5.5,u,4.2
NS(=O)(=O)c1ccc(N2N=C(c3ccccc3)CC2c2cccc(F)c2)cc1 (stereo not given),-0.9%,-25.6%,-4.3%,u,-4.9,u,-1.0
NC(=O)c1cc(NC(=O)CCc2nc3ccccc3s2)cc(C(N)=O)c1,0.9%,-17.2%,-0.6%,-9.1%,7.3,u,0.0
O=C(COC(=O)/C=C/c1ccc(S(=O)(=O)N2CCc3ccccc32)cc1)NC1CCS(=O)(=O)C1 (stereo not given),-0.4%,154.9%[activator],0.3%,u,-11.4,u,5.3
CC(C)N(C(=O)CSc1ccc(S(=O)(=O)N2CCCCC2)cn1)C(C)C,x,28.1%,-15.5%,u,x,u,x
O=C(COC(=O)c1cccc(S(=O)(=O)NCc2ccccc2)c1)c1ccccc1,1.8%,-25.4%,-5.7%,10.0%,56.7*,-9.5%,18.9*
COc1ccc(CCN2CNc3c(c(=O)n(C)c(=O)n3C)C2)cc1,-2.9%,-11.1%,-3.0%,37.9%[activator],-3.9,12.4%,-3.9
CCOCCCNC(=O)c1cc(-c2cccnc2)nc2ccc(S(=O)(=O)N3CCC(C)CC3)cc12,-6.1%,-1.4%,-6.9%,15.9%,7.6,u,-2.1
CCOc1cc(/C=N/NC(=O)COc2ccccc2C)ccc1OC(=O)c1cccs1,0.7%,-31.9%,0.3%,-4.4%,-4.5,36.0%[activator],-0.6
Cc1ccc(C)n1C(CC(=O)O)c1ccc(C#N)cc1 (stereo not given),-2.6%,-12.5%,-0.8%,20.6%,-10.8,u,1.3
CCN1C(=O)C2(C(C(=O)c3cc4ccccc4o3)=C(O)C(=O)N2CCCN(C)C)c2ccccc21 (stereo not given),3.2%,-7.9%,-3.6%,3.9%,16.4,10.7%,1.6
CC1CCC(N2CCN(c3ccc([N+](=O)[O-])cc3)CC2)CC1 (stereo not given),-0.3%,-12.6%,-9.5%,34.0%[activator],22.4,-28.6%,12.9
Cc1c(S(=O)(=O)NCc2ccccc2)c(=O)n(C)c(=O)n1C,2.4%,-25.7%,0.9%,16.7%,-17.3,11.9%,-0.4
CN(C)C(CNC(=O)c1ccc2ccccc2c1)c1ccco1 (stereo not given),2.6%,-18.6%,4.7%,26.6%,76.6*,50.0%[activator],31.6*
c1cc(CNC2C3CC4CC(C3)CC2C4)ccn1 (stereo not given),4.5%,-5.9%,1.5%,19.4%,-8.1,u,-2.4
CN(Cc1ccc(Cl)cc1)C(=O)CNC(=O)C12CC3CC(CC(C3)C1)C2,x,81.2%[activator],2.2%,9.28µM*,x,10.4µM*,x
O=C(NCc1ccco1)c1cc([N+](=O)[O-])cc([N+](=O)[O-])c1,1.2%,-9.5%,-2.4%,8.5%,-5.2,58.4%[activator],-1.2
CC(c1nnc(SCC(=O)Nc2cccnc2Cl)n1Cc1ccccc1)N(C)C (stereo not given),1.6%,-1.2%,-6.3%,-5.9%,-9.0,22.3%,-0.5
Cc1ccc(-c2cc(-c3ccc(C)cc3)[n+](-c3ccc(C(=O)O)cc3)c(-c3ccc(C)cc3)c2)cc1,x,9.0%,5.4%,x,x,u,x
Cc1cc(Br)ccc1NC(=O)c1ccco1,0.1%,-11.3%,-0.9%,u,x,u,13.1
Cn1c(CNc2ccc(Br)cc2)nc2ccccc21,-6.2%,-23.0%,-5.5%,34.1%[activator],114.0*,17.7%,39.7*
O=c1oc2ccccc2c(N2CCCC2)c1[N+](=O)[O-],-8.1%,-9.3%,-3.4%,30.1%[activator],-14.8,2.6%,4.7
CCC(CC)NC(=O)c1cc(OC)c(OC)c(OC)c1,-6.3%,-13.7%,-5.3%,7.9%,-2.2,u,-4.7
Cn1c(=O)c2c(ncn2CC(=O)NC2CCCCC2)n(C)c1=O,-9.8%,-19.9%,1.1%,-12.1%,22.3,-13.1%,-1.9
COc1cccc2c(=O)n(CC(=O)N3CCCc4ccccc43)ccc12,9.6%,1.4%,4.4%,x,-4.9,u,-0.1
Cc1cc(NC(=O)c2ccccc2)n(C)n1,9.2%,-12.9%,-5.1%,-4.0%,-6.8,37.8%[activator],-1.4
COc1cc(/C=N/NC(=O)CNC(=O)c2ccncc2)ccc1OC(C)=O,-1.2%,-12.2%,-12.5%,28.7%,-3.9,33.0%[activator],-4.2
C[C@H]([C@@H](N)C(=O)N[C@@H](C(=O)O)[C@@H]1O[C@H](n2ccc(=O)[nH]c2=O)[C@@H](O)[C@H]1O)[C@@H](O)c1ccc(O)cn1,0.2%,-8.5%,-4.1%,8.0%,8.0,6.5%,4.2
COc1ccc(-c2ccc(NS(=O)(=O)c3ccc([N+](=O)[O-])cc3)cc2)nn1,-3.2%,-56.6%,-9.9%,8.3%,-2.6,u,-3.7
Cc1onc(-c2ccccc2)c1C(=O)NC(=S)Nc1sc2c(c1C#N)CCCC2,-6.6%,-23.3%,-20.9%,-2.5%,-4.9,13.6%,-0.2
COc1cc(C(=O)NCC(=O)N/N=C/c2ccc(-c3cccc([N+](=O)[O-])c3)o2)cc(OC)c1OC,2.4%,-7.9%,1.3%,4.9%,16.3,1.6%,0.8
Cc1ccc(S(=O)(=O)CC(O)COc2ccccc2C#N)cc1 (stereo not given),0.8%,-8.3%,1.1%,-19.6%,8.6,7.4%,-1.0
NS(=O)(=O)c1ccc(CCNC(=O)c2cccc3ccccc23)cc1,-5.3%,-9.5%,2.0%,1.8%,13.4,-11.0%,-4.1
COc1ccc(NC(=O)CSc2nnc(Cc3cccn3C)n2-c2ccc(C)cc2)cc1OC,2.4%,111.8%[activator],-10.2%,u,-22.1,56.5%[activator],-2.8
COc1ccc(-c2nn(-c3ccccc3)cc2C2CC(c3cccs3)=NN2C(=O)CCCC(=O)O)cc1 (stereo not given),0.0%,-1.9%,-0.3%,u,-11.3,x,6.0
C/C(=N\NC(=O)c1ccc(Cl)c(S(=O)(=O)Nc2ccccc2Cl)c1)c1ccncc1,1.6%,-35.2%,-12.3%,-19.5%,16.1,11.3%,-2.5
CC(=O)N1CCN(CCN(CC2C(C)C=C(C)CC2C)C(C)=O)CC1 (stereo not given),-0.6%,32.5%,-6.6%,-1.6%,22.9,x,-0.8
CC1CN(C(=O)N(C)C)CCN1C(=O)N(C)C (stereo not given),6.7%,-9.3%,-3.5%,-1.2%,14.7,u,-4.3
O=C(c1ccco1)c1nnn(Cc2ccccc2)c1-c1ccccc1,-1.1%,x,1.9%,-23.6%,20.8,-12.6%,10.8
O=C(Nc1cc(=O)c2ccccc2o1)N1CCCCC1,-3.5%,-19.5%,0.8%,4.65µM*,10.6,5.22µM*,10.9
COc1ccc(C(C(=O)NCC2CCCO2)N(Cc2cccs2)C(=O)c2snc(C(N)=O)c2N)cc1OC (stereo not given),-0.8%,37.7%,3.4%,u,-5.5,u,-6.3
CC1Cc2ccccc2N1C(=O)CSc1nnc(CNc2ccccc2)o1 (stereo not given),7.8%,-13.2%,-0.5%,-15.5%,-1.6,-4.7%[5.75 µM],17.1
O=[N+]([O-])c1cnc(N2CCCCC2)c([N+](=O)[O-])c1,-7.2%,-23.1%,-4.3%,-0.6%,-7.7,-18.7%,-0.7
CCOC(=O)c1cnc(SC)nc1Nc1cccc(F)c1,-0.4%,-19.5%,5.4%,13.2%,17.7,-4.8%,-2.5
O=C(NCc1ccccn1)C(=O)NCC1OCCCN1S(=O)(=O)c1cc(F)ccc1F (stereo not given),-9.7%,17.5%,3.0%,5.7%,-27.8,13.1%,7.2
CCOc1ccccc1NC(=O)CSc1nnc(-c2ccco2)o1,0.9%,-11.8%,0.0%,1.2%,-16.4,0.0%,-6.1
O=C(Nc1cccc2ccccc12)N1CCN(Cc2ccc3c(c2)OCO3)CC1,-2.0%,27.9%,3.2%,x,-3.8,5.9%,-0.8
CCN(CC)CCn1c(=S)[nH]c2cc(C(=O)N3CC(C)CC(C)C3)ccc2c1=O (stereo not given),4.5%,-8.7%,-0.6%,-26.8%,5.2,58.1%[activator],-5.0
Cc1ccc(C(=O)c2cc3c(cc2[N+](=O)[O-])OCCO3)cc1,-0.3%,-25.9%,-3.3%,-16.8%,35.4,145.1%[activator],15.8*
CCN1C(=O)[C@H]2[C@@H](c3ccc(-c4ccc(OC)cc4)cc3)N3CCCC[C@@]3(C(=O)OC)[C@H]2C1=O,x,45.4%,13.2%,14.7µM*,x,u,x
COc1cc(C(=O)OCC(=O)Nc2cc(C)on2)ccc1OCc1ccccc1Cl,1.5%,-35.4%,-10.6%,68.3%[activator],4.1,-9.6%,-2.9
S=C(Cc1cccnc1)N1CCOCC1,-2.0%,-14.3%,-16.6%,-20.4%,-10.1,31.6%[activator],5.7
